Source: PubChem BioAssay
procasp3 activ: activates human procaspase-3; recombinant procaspase-3 D3A, Ac-DEVD-pNA absorbance 405 nm; P42574; 330,000 tested, 0.11% active; activation, % at 8.5 µM;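 active = activation above the mean of all tested compounds plus 3 SD, cut at about 21% in these data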;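 note: 0% = DMSO alone and 100% = DMSO wells spiked with extra 5 µM PC-3 D3A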
Target sequence (P42574 whole entry D9A/D28A/D175A): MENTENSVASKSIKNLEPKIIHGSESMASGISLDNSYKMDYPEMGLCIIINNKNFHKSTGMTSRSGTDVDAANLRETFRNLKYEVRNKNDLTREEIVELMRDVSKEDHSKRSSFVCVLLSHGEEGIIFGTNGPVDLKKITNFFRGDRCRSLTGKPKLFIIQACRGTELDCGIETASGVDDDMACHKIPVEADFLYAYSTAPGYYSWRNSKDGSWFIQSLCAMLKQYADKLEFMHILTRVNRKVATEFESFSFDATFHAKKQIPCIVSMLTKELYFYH
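Test system: Procaspase-3 D3A mutant, all three cleavage aspartates alanine | Dosing: Single dose, 8.5 µM nominal compound, 0.8% DMSO | Schedule: 1 h preincubation, 2 h reaction | Technique: 405 nm absorbance of p-nitroaniline, reads at 0 and 120 min | Repeats: One well per compound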
TPT1 inh: blocks Candida albicans tRNA 2'-phosphotransferase; recombinant caTPT1, FP RNA substrate dephosphorylation; inhibition, % at 5 µM; 300,000 tested, 0.81% active;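 active = inhibition above the mean of all tested compounds plus 3 SD, set per screening campaign, cut at about 24% in these data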;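 note: plate controls were DMSO alone for no effect and ferristatin control at 100 nM for full effect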
PP5 inh: inhibitors of human protein phosphatase 5 (PP5); P53041; purified PP5c, OMFP substrate fluorescence; inhibition, % at 6.7 µM; 320,000 tested, 0.18% active; AID 1987;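 active = inhibition above the campaign's mean inhibition across all tested compounds plus 3 SD, cut at about 9.5% in these data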;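 note: 0% = DMSO only and 100% = 100 µM cantharidin control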
PAFAH2 FP inh: inhibitors of human PAFAH2; 340,000 tested, 0.99% active; recombinant PAFAH2, FP-rhodamine activity probe, fluorescence polarization; Q99487; inhibition, % at 3.39 µM;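 active = inhibition above the mean over all tested compounds plus 3 SD, cut at about 30% in these data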;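 note: inhibitors block probe labeling of enzyme so polarization drops; 0% = enzyme with DMSO and 100% = wells lacking PAFAH2 protein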
core dimer inh: HCV core protein dimerization inhibition. inhibition, % at 5 µM. 300,000 tested, 0.33% active. TR-FRET GST/Flag-core106 dimerization, 1536-well;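 active = inhibition above the mean of all tested compounds plus 3 SD, set per screening campaign, cut at about 45% in these data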
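System: GST/Flag-tagged HCV core106 proteins. Incubation: compound-protein-antibody incubation 4 h at 22.5 °C. Technique: HTRF with 340 nm excitation, 617/671 nm emission. Medium: KF-containing HEPES buffer, pH 7.45, DTT, CHAPS, BSA. Read-out: inhibition (%) from 671 over 617 nm ratio. Also added: Eu(K)-anti-GST 90 ng/mL plus XL665-anti-Flag 1 µg/mL.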
procasp7 counter: counter-screen: procaspase-7 (human) activation; P55210; recombinant procaspase-7, Ac-DEVD-pNA absorbance 405 nm; D23A/D198A/D206A triple mutant, cannot self-cleave; scale: DMSO 0, 5 µM enzyme 100; 330,000 tested, 0.093% active; AID 463210; activation, % at 8.5 µM;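 active = percent activation above the screen-wide mean plus 3 SD, cut at about 25% in these data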
Target sequence (P55210 whole entry D23A/D198A/D206A): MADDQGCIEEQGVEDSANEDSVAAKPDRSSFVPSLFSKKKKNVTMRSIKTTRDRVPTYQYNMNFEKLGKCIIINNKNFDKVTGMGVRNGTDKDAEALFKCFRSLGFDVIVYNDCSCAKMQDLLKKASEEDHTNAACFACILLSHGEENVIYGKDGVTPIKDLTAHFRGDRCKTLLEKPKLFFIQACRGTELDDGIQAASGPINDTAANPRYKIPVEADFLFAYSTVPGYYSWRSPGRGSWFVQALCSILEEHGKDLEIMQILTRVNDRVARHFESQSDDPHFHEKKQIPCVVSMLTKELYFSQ
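Assay system: Uncleavable procaspase-7 mutant enzyme | Input: 2 µM procaspase-7 mutant as dispensed | Timing: 1 h compound preincubation, 2 h substrate cleavage, 25 °C | Repeats: One well per compound | Control set: DMSO wells as 0%, DMSO with 5 µM added PC-7 as 100% | Technique: Epi-absorbance of released pNA at 405 nm, two timepoints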
PP1 counter: counter-screen for PP5 inhibitors: inhibitors of human PP1-alpha | inhibition, % at 6.7 µM | purified PP1alpha, OMFP fluorescence | AID 2235 | 320,000 tested, 0.9% active;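 active = inhibition above the mean inhibition of all tested compounds plus 3 SD, computed separately for each screening campaign, cut at about 15% in these data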
Target sequence (P62136 whole entry, looked up): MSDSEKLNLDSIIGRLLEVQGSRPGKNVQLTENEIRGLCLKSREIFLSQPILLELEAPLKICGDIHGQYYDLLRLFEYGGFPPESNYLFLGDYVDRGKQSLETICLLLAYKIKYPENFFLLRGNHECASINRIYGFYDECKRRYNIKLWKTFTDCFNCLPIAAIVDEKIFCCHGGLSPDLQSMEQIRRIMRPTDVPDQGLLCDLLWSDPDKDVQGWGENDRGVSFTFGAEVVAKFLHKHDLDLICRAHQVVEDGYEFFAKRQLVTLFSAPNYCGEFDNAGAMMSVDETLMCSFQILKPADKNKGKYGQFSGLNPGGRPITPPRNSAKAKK
CTSL1 counter: counter-screen for PFM18AAP inhibitors: inhibitors of F. hepatica cathepsin L1. recombinant F. hepatica cathepsin L1, Z-Leu-Arg-MCA fluorescence. inhibition, % at 5.96 µM. 300,000 tested, 0.49% active;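 active = inhibition above the mean of all tested compounds plus 3 SD, set per screening campaign, cut at about 17% in these data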;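 note: 0% = plate median of test compound wells and 100% = 1 µM Z-Phe-Ala-diazomethylketone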
AHR act: human AHR activation. 320,000 tested, 2.5% active. AHR-responsive luciferase reporter cells, luminescence. activation, % at 5 µM. AID 2796. P35869; in the data active = activation above about 47%;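 note: 0% = vehicle wells and 100% = reference agonist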
Active calls of the source: *.

Results for CC(=O)NS(=O)(=O)c1cccnc1Nc1cccc(Cl)c1C ?
procasp3 activ: 3; TPT1 inh: -2; PP5 inh: 2.0; PAFAH2 FP inh: 1; core dimer inh: 1; procasp7 counter: 8; PP1 counter: -3; CTSL1 counter: -4; AHR act: 4

Results for Cc1cccc(Nc2cc(=O)[nH]c(=O)[nH]2)c1 ?
procasp3 activ: 1; TPT1 inh: -1; PP5 inh: 0.7; PAFAH2 FP inh: -2; core dimer inh: -14; procasp7 counter: -2; PP1 counter: -15; CTSL1 counter: -5; AHR act: 4

Results for O=S1(=O)CCS(=O)(=O)C1c1ccccc1 ?
procasp3 activ: -16; TPT1 inh: 0; PP5 inh: 1.1; PAFAH2 FP inh: -1; core dimer inh: -3; procasp7 counter: -5; PP1 counter: -4; CTSL1 counter: 2; AHR act: -1

What do the screens show for `O=C(CN1C(=O)NC2(CCCCCCC2)C1=O)NC1CCCc2ccccc21` (configuration not stated)?
procasp3 activ: -2; TPT1 inh: 0; PP5 inh: 0.1; PAFAH2 FP inh: -4; core dimer inh: 8; procasp7 counter: 7; PP1 counter: 2; CTSL1 counter: 2; AHR act: -2

How did CC(C)(C)c1ccccc1N=Cc1ccc2ccccc2n1 do in these assays?
procasp3 activ: -12; TPT1 inh: -5; PP5 inh: 5.0; PAFAH2 FP inh: -5; core dimer inh: -1; procasp7 counter: 9; PP1 counter: 0; CTSL1 counter: -7; AHR act: 6

Results for Cc1cc(=O)oc2cc(OC(=O)c3cncc(Br)c3)ccc12 ?
procasp3 activ: 10; TPT1 inh: 2; PP5 inh: -1.7; PAFAH2 FP inh: 5; core dimer inh: 0; procasp7 counter: 25; PP1 counter: -1; CTSL1 counter: 1; AHR act: -1

How did O=C1c2ccccc2NC(c2cccc(F)c2)N1Cc1ccco1 (configuration not stated) do in these assays?
procasp3 activ: -5; TPT1 inh: 0; PP5 inh: 3.1; PAFAH2 FP inh: 8; core dimer inh: 6; procasp7 counter: -16; PP1 counter: 1; CTSL1 counter: -1; AHR act: 1

Results for COc1ccc2c(-c3cccnc3)cc(=O)[nH]c2c1 ?
procasp3 activ: 4; TPT1 inh: -1; PP5 inh: 1.4; PAFAH2 FP inh: 3; core dimer inh: 2; procasp7 counter: -3; PP1 counter: -2; CTSL1 counter: 5; AHR act: 78*

How did CCOC(=O)c1cnc(N2CCOCC2)[nH]c1=O do in these assays?
procasp3 activ: 4; TPT1 inh: 2; PP5 inh: -0.2; PAFAH2 FP inh: -7; core dimer inh: -3; procasp7 counter: 14; PP1 counter: 0; CTSL1 counter: 4; AHR act: 0

How did C=CCc1cc(/C=N/n2cnnc2)cc(OCC)c1O do in these assays?
procasp3 activ: 1; TPT1 inh: -1; PP5 inh: 5.2; PAFAH2 FP inh: 4; core dimer inh: -15; procasp7 counter: -2; PP1 counter: -3; CTSL1 counter: 6; AHR act: 5

Continued; the last 3 above are carried over.
Results for COc1ccc2c(-c3cccnc3)cc(=O)[nH]c2c1 ?
procasp3 activ: 4; TPT1 inh: -1; PP5 inh: 1.4; PAFAH2 FP inh: 3; core dimer inh: 2; procasp7 counter: -3; PP1 counter: -2; CTSL1 counter: 5; AHR act: 78*

How did CCOC(=O)c1cnc(N2CCOCC2)[nH]c1=O do in these assays?
procasp3 activ: 4; TPT1 inh: 2; PP5 inh: -0.2; PAFAH2 FP inh: -7; core dimer inh: -3; procasp7 counter: 14; PP1 counter: 0; CTSL1 counter: 4; AHR act: 0

How did C=CCc1cc(/C=N/n2cnnc2)cc(OCC)c1O do in these assays?
procasp3 activ: 1; TPT1 inh: -1; PP5 inh: 5.2; PAFAH2 FP inh: 4; core dimer inh: -15; procasp7 counter: -2; PP1 counter: -3; CTSL1 counter: 6; AHR act: 5

How did C[C@]12CC[C@@H]3c4ccc(O)cc4CC[C@H]3[C@@H]1C[C@@H](O)[C@@H]2O[C@@H]1O[C@H](C(=O)O)[C@@H](O)[C@H](O)[C@H]1O do in these assays?
procasp3 activ: -3; TPT1 inh: -5; PP5 inh: -0.4; PAFAH2 FP inh: 0; core dimer inh: 4; procasp7 counter: -6; PP1 counter: 3; CTSL1 counter: 4; AHR act: 0

How did Nn1c(SCC(=O)Nc2cccc(F)c2)nnc1C1CCCCC1 do in these assays?
procasp3 activ: -4; TPT1 inh: 2; PP5 inh: -0.3; PAFAH2 FP inh: -1; core dimer inh: 3; procasp7 counter: -7; PP1 counter: 0; CTSL1 counter: -4; AHR act: 1

What do the screens show for `CC(C)c1c(C(=O)N/N=C/c2cccc3ccccc23)nnn1-c1nonc1N`?
procasp3 activ: -3; TPT1 inh: -1; PP5 inh: 5.8; PAFAH2 FP inh: -16; core dimer inh: 6; procasp7 counter: 10; PP1 counter: 2; CTSL1 counter: -1; AHR act: 12

What do the screens show for `CCc1cc2c(SCC(=O)N(C)C3CCS(=O)(=O)C3)ncnc2s1` (configuration not stated)?
procasp3 activ: 2; TPT1 inh: 0; PP5 inh: -2.8; PAFAH2 FP inh: 3; core dimer inh: 3; procasp7 counter: 8; PP1 counter: -5; CTSL1 counter: 0; AHR act: 2

How did CCOc1ccc(-c2nn(-c3ccccc3)cc2/C=C2\SC(=S)N(Cc3ccco3)C2=O)cc1 do in these assays?
procasp3 activ: -3; TPT1 inh: 1; PP5 inh: 1.8; PAFAH2 FP inh: 5; core dimer inh: 15; procasp7 counter: -9; PP1 counter: 5; CTSL1 counter: -2; AHR act: 1

Results for COc1ccc(Cl)cc1NCCC(O)c1ccc(F)cc1 (configuration not stated) ?
procasp3 activ: -11; TPT1 inh: -2; PP5 inh: -3.7; PAFAH2 FP inh: 0; core dimer inh: 5; procasp7 counter: -4; PP1 counter: 7; CTSL1 counter: 10; AHR act: 89*

What do the screens show for `CCOC(=O)c1cnc(Nc2nc3ccccc3o2)nc1CSc1ncccn1`?
procasp3 activ: -14; TPT1 inh: 1; PP5 inh: 1.0; core dimer inh: -3; procasp7 counter: -11; PP1 counter: 2; CTSL1 counter: 3; AHR act: 8

How did CSc1nc2c(c(=O)[nH]1)CCCC2 do in these assays?
procasp3 activ: 7; TPT1 inh: 0; PP5 inh: -0.3; PAFAH2 FP inh: 7; core dimer inh: -9; procasp7 counter: -3; PP1 counter: -4; CTSL1 counter: -4; AHR act: -1

Results for Clc1ccc(SCCOCCN2CCCCC2)cc1 ?
procasp3 activ: 3; TPT1 inh: -1; PP5 inh: -1.5; PAFAH2 FP inh: 0; core dimer inh: 4; procasp7 counter: -6; PP1 counter: -4; CTSL1 counter: -3; AHR act: 3

How did CCN(c1cccc(C)c1)S(=O)(=O)c1cc2c3c(c1)CCN3C(=O)CC2 do in these assays?
procasp3 activ: 5; TPT1 inh: -2; PP5 inh: 0.6; PAFAH2 FP inh: 2; core dimer inh: -1; procasp7 counter: 1; PP1 counter: 0; CTSL1 counter: -4; AHR act: -1

What do the screens show for `N#Cc1sc2nccc(Nc3ccccc3)c2c1N`?
procasp3 activ: -2; TPT1 inh: 0; PP5 inh: 5.3; core dimer inh: 0; procasp7 counter: 2; PP1 counter: -3; CTSL1 counter: 3; AHR act: 1

Results for CC(Cc1ccccc1)N/C=C1\CC(=O)NC1=O (configuration not stated) ?
procasp3 activ: 1; TPT1 inh: -3; PP5 inh: 0.2; PAFAH2 FP inh: 1; core dimer inh: -2; procasp7 counter: -1; PP1 counter: 0; CTSL1 counter: 2; AHR act: 2

What do the screens show for `O=C1CCCN1CCCNS(=O)(=O)c1ccc(F)c(F)c1`?
procasp3 activ: 6; TPT1 inh: -4; PP5 inh: 0.6; PAFAH2 FP inh: 18; core dimer inh: -5; procasp7 counter: -4; PP1 counter: -3; CTSL1 counter: -1; AHR act: -1

Results for Cc1ccccc1C(=O)NNC(=O)CSc1nnc(-c2ccncc2)n1-c1ccccc1 ?
procasp3 activ: 5; TPT1 inh: -2; PP5 inh: 2.3; PAFAH2 FP inh: 2; core dimer inh: -8; procasp7 counter: -2; PP1 counter: 1; CTSL1 counter: 10; AHR act: 1

What do the screens show for `CN1CCOC(=O)/C1=N/Nc1cc(Cl)ccc1Cl`?
procasp3 activ: -2; TPT1 inh: 5; PP5 inh: -0.6; PAFAH2 FP inh: 0; core dimer inh: 2; procasp7 counter: -15; PP1 counter: -3; CTSL1 counter: -2; AHR act: 9

What do the screens show for `Cc1cccc(NC(=O)Cn2c(/C=C/c3ccccc3)nc3ccccc32)c1`?
procasp3 activ: 6; TPT1 inh: -4; PP5 inh: 0.9; PAFAH2 FP inh: -8; core dimer inh: 11; procasp7 counter: -4; PP1 counter: 5; CTSL1 counter: 1; AHR act: 15

How did O=C1C=C(Nc2cccc(O)c2)CC(c2ccco2)C1 (configuration not stated) do in these assays?
procasp3 activ: -3; TPT1 inh: 1; PP5 inh: -0.7; PAFAH2 FP inh: 8; core dimer inh: -2; procasp7 counter: 5; PP1 counter: -5; CTSL1 counter: -2; AHR act: 5

How did CCOCc1nnc(NC(=O)CSc2ccccc2)s1 do in these assays?
procasp3 activ: -5; TPT1 inh: -2; PP5 inh: -0.8; PAFAH2 FP inh: 9; core dimer inh: -3; procasp7 counter: 13; PP1 counter: 0; CTSL1 counter: -7; AHR act: 2

How did O=C(Nc1ccccc1)/C(=C/c1ccc([N+](=O)[O-])cc1)NC(=O)c1ccco1 do in these assays?
procasp3 activ: -6; TPT1 inh: -2; PP5 inh: -8.0; PAFAH2 FP inh: 4; core dimer inh: -16; procasp7 counter: -10; PP1 counter: -3; CTSL1 counter: 4; AHR act: 6

Results for Cc1cc(CN(C)C(=O)CC2C(=O)NCCN2CC(c2ccccc2)c2ccccc2)on1 (configuration not stated) ?
procasp3 activ: 4; TPT1 inh: -3; PP5 inh: 3.0; PAFAH2 FP inh: -7; core dimer inh: 6; procasp7 counter: -1; PP1 counter: -2; CTSL1 counter: 2; AHR act: 2

How did Cc1cccc(-n2c(SCC(=O)N3CCN(c4ccccn4)CC3)nnc2N2CCOCC2)c1 do in these assays?
procasp3 activ: -6; PP5 inh: -1.9; PAFAH2 FP inh: 3; procasp7 counter: -4; PP1 counter: -3; AHR act: 0

How did Cc1cc(/C=N/NC(=O)c2cc3ccccc3o2)c(C)n1C do in these assays?
procasp3 activ: 8; TPT1 inh: 5; PP5 inh: -0.2; PAFAH2 FP inh: -5; core dimer inh: 26; procasp7 counter: -4; PP1 counter: 2; CTSL1 counter: -1; AHR act: 14

Results for CCOC(=O)C1CCN(c2c(NCc3ccc(C(=O)Nc4ccc(C)cc4)cc3)c(=O)c2=O)CC1 ?
procasp3 activ: 2; TPT1 inh: 0; PP5 inh: 0.5; PAFAH2 FP inh: 8; core dimer inh: 2; procasp7 counter: 10; PP1 counter: -2; CTSL1 counter: 10; AHR act: 1

How did Cn1cc(CN2CCCCC2c2ccccn2)c(-c2ccc3c(c2)OCCO3)n1 (configuration not stated) do in these assays?
procasp3 activ: 2; TPT1 inh: -1; PP5 inh: 1.2; PAFAH2 FP inh: -4; core dimer inh: 2; procasp7 counter: 6; PP1 counter: 0; CTSL1 counter: -3; AHR act: 3

Hits appear at their usual frequency; overall some 5.6% were active at least once.
